From PubChem
FLuc inh = Firefly luciferase inhibition profiling of diverse chemical library using quantitative high-throughput screening. Luciferin 4-monooxygenase (Photinus pyralis), P08659. purified P. pyralis luciferase, luminescence, biochemical. Potency, µM (doses to about 115 µM), inactives show at the highest dose activity change, negative = inhibition, usual class: inhibitors. actives 2.5% (n = 76,000); note: potency is the fitted concentration of half-maximal effect; nearly all actives have a fitted effect of over 65% in size
Target sequence (P08659 whole entry, looked up): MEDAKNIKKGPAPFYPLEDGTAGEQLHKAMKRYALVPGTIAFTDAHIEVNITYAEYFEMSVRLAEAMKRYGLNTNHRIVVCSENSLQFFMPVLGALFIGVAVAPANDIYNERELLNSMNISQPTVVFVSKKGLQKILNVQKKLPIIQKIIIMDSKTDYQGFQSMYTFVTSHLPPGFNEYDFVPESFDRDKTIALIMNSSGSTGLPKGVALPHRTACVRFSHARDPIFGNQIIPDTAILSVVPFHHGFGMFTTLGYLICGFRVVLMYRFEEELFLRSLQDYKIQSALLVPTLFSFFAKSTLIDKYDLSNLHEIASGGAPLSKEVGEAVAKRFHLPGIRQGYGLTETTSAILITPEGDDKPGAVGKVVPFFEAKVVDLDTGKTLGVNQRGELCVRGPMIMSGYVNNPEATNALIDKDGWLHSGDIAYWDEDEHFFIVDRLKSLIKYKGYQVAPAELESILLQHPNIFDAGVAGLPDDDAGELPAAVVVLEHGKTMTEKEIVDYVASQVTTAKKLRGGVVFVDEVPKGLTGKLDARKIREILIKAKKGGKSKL
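Luminescence read by CCD imaging after purified firefly luciferase (10nM final) was added to substrate buffer holding 10uM D-luciferin and 10uM ATP, pH 7.5, pre-dosed with compound.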
HEK293 viab = GF-AFC viability counterscreen for inhibitors of alpha-synuclein gene (SNCA) expression. Potency, µM (series often up to 57.1 µM), for inactives: at the highest dose activity change, negative = cytotoxicity, most hits filed as cytotoxic. HEK-293-SNCA-luc viability, GF-AFC fluorescence, 24 h. actives 0.12% (n = 150,000);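 note: potency is the fitted concentration of half-maximal effect; 0% = DMSO-treated cells and -100% = medium-only wells without cells; nearly all actives have a fitted effect of over 30% in size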
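HEK-293-SNCA-luc cells (1500/well) plated 24 h, then exposed 24 h to a dilution series; GF-AFC added 30 min at 37C, fluorescence 405/540 nm; normalised to medium-only and DMSO wells, Hill fit.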
NIH3T3 tox = Cytotoxic Profiling in NIH 3T3 Cell Line of Diverse Libraries Using Quantitative High-Throughput Screening; actives 4.3% (n = 94,000); AID 1345082, 2018; Potency, µM (titrated, usually from 96.7 µM), for inactives: at the top dose activity change, negative = cytotoxicity, most hits filed as inhibitors; NIH 3T3 viability, CellTiter-Glo ATP luminescence, 48-72 h; note: potency is the fitted concentration of half-maximal effect; nearly all actives have a fitted effect of over 55% in size
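ATP-dependent luminescence (CellTiter-Glo) served as the viability signal for NIH 3T3 cells treated with compound for 48 or 72 hr at 37 °C.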
GPT2 inhibitor = Primary qHTS assay for inhibitors of Glutamate pyruvate transaminase 2 (GPT2); Alanine aminotransferase 2 (Homo sapiens), Q8TD30; Recombinant GPT2, coupled pyruvate oxidase/HRP Amplex Red fluorescence; Potency, µM (titrated, usually from 57.7 µM), for the others: at the top dose activity change, negative = inhibition, hits mostly inhibitors; actives 0.25% (n = 100,000); AID 1671188, 2021; note: potency is the fitted concentration of half-maximal effect; nearly all actives have a fitted effect of over 60% in size; many of its hits are not listed in these tables
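Fluorescence of coupled pyruvate oxidase/HRP/Amplex Red system (50uM Amplex, 30 min, dark) reports pyruvate formed by GPT2. Enzyme reaction: 10ng/uL GPT2, 2mM L-alanine, 250uM a-KG, 30 min room temperature, pH 7.5; 50uM AOA control.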
HEK cytotox = Cytotoxic Profiling in HEK 293 Cell Line of Diverse Libraries Using Quantitative High-Throughput Screening; actives 6.6% (n = 94,000); HEK 293 viability, ATP luminescence (CellTiter-Glo), 48-72 h; Potency, µM (titrated, usually from 115 µM), for the others: at the top dose activity change, negative = cytotoxicity, actives largely listed as inhibitors; AID 1345083, 2018; note: potency is the fitted concentration of half-maximal effect; nearly all actives have a fitted effect of over 60% in size
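Cytotoxicity was scored by loss of ATP-coupled luminescence (CellTiter-Glo) in HEK 293 cells. Compound treatment ran 48 or 72 hr at 37 degree Celsius, 5% CO2, 95% humidity.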
SNCA expr inh = Primary qHTS assay for inhibitors of alpha-synuclein gene (SNCA) expression | HEK-293 SNCA-luciferase knock-in, luminescence, 24 h | actives 0.17% (n = 140,000) | Potency, µM (series often up to 57.2 µM), inactives show top-dose activity change, negative = inhibition, most hits filed as inhibitors | AID 1671194, 2021;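 note: potency is the fitted concentration of half-maximal effect; plate controls were DMSO cells for no effect and cell-free wells for full effect; nearly all actives have a fitted effect of over 45% in size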
IP6K1 inhibitor = Primary qHTS assay for small molecule inhibitors of Inositol hexaphosphate kinase 1 (IP6K1). Inositol hexakisphosphate kinase 1 (Homo sapiens), Q92551. IP6K1 kinase, ADP-Glo luminescence, 2 h; hits give low values. AID 1645851, 2021. activity change, % (series mostly up to about 58 µM). actives 0.81% (n = 140,000); in the data active = activity change below about -25%
Target sequence (Q92551 whole entry, looked up): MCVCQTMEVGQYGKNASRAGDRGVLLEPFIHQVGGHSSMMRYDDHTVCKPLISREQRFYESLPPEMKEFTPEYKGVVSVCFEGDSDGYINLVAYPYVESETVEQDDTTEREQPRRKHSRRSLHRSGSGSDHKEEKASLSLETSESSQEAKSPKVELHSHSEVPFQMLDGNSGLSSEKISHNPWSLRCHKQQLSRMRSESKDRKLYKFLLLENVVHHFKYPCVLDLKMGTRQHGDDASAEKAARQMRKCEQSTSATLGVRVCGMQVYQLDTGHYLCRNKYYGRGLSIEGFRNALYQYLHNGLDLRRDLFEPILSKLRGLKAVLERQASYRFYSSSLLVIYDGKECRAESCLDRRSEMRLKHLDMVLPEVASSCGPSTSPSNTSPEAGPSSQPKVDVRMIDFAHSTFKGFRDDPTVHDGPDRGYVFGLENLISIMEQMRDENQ
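ADP-Glo luminescence measures ADP made by human IP6K1 during a 2 h RT reaction with ATP/IP6 (mix at 1.3 mM/130 uM); top library doses 57.5 and 19.1 uM final.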
Active calls of the source: *; [ ] = remark or other dose. Unless noted, calls come from the whole dose curve; as a rule, active = well fitted curve in the direction sought with a large enough effect; inconclusive = small, poorly fitted or top-dose-only effect, or another doubt; inactive = no such curve, though single readings can be large; an effect the other way counts as inactive or inconclusive. Unless noted, % is set by controls: 0 for no effect and ±100 for the full control effect.

What do the screens show for `CNC1CCOc2ccccc21` (stereo not drawn)?
HEK293 viab: -6%[87.6 µM]; NIH3T3 tox: inconclusive; GPT2 inhibitor: inactive; HEK cytotox: -14%[172 µM]; SNCA expr inh: 38%[activator][87.6 µM]; IP6K1 inhibitor: -5

What do the screens show for `O=C1Nc2ccc(-c3cccc(C(F)(F)F)c3)cc2C(=O)N2CCN(C(=O)NC3CCCCC3)C[C@H]12`?
FLuc inh: -1%; HEK293 viab: -28%; NIH3T3 tox: inconclusive; GPT2 inhibitor: 1%; HEK cytotox: 35µM*; SNCA expr inh: inconclusive; IP6K1 inhibitor: -17

Results for Cc1ccc(C(=O)NC2CCN(c3cnn(C)c(=O)c3)CC2)cc1C ?
FLuc inh: 2%; HEK293 viab: 2%; NIH3T3 tox: 2%; GPT2 inhibitor: -7%; HEK cytotox: inactive; SNCA expr inh: -9%; IP6K1 inhibitor: 25

What do the screens show for `COc1ccc(CN2CCCC3(CC(c4cccc(C(F)(F)F)c4)=NO3)C2)cc1` (stereo not drawn)?
HEK293 viab: 13%; NIH3T3 tox: inconclusive; GPT2 inhibitor: -3%; HEK cytotox: inconclusive; SNCA expr inh: 12%; IP6K1 inhibitor: 18

Results for COCCN1Cc2[nH]nc(-c3ccccc3OC)c2CC1=O ?
FLuc inh: -3%[172 µM]; HEK293 viab: 6%[87.6 µM]; NIH3T3 tox: inconclusive; GPT2 inhibitor: -9%[88.5 µM]; HEK cytotox: inactive; SNCA expr inh: 5%[87.6 µM]; IP6K1 inhibitor: 6

What do the screens show for `O=C(CC1CCOC2(CCN(C(=O)c3ccccc3)CC2)C1)NC1CC1` (stereo not drawn)?
FLuc inh: 9%; HEK293 viab: 3%; NIH3T3 tox: -13%; GPT2 inhibitor: inactive; HEK cytotox: 5%; SNCA expr inh: -19%; IP6K1 inhibitor: -4

How did COCCc1nn2c(=O)cc(COC(=O)COc3ccccc3C)nc2s1 do in these assays?
HEK293 viab: 3%; SNCA expr inh: -2%; IP6K1 inhibitor: 37

Results for CCOc1ccc(-c2nc3ccccc3c(=O)o2)cc1 ?
HEK293 viab: 3%; SNCA expr inh: 80%; IP6K1 inhibitor: -8

How did CCNc1ncnc2sc3c(c12)CCN(Cc1ccc[nH]1)C3 do in these assays?
FLuc inh: 4%; HEK293 viab: -21%; NIH3T3 tox: 40µM*; GPT2 inhibitor: 4%; HEK cytotox: inconclusive; SNCA expr inh: inconclusive; IP6K1 inhibitor: -3

Results for CCOC(=O)c1cccc(NC(=O)N2Cc3ccccc3Oc3ncccc32)c1 ?
HEK293 viab: inconclusive; SNCA expr inh: -9%; IP6K1 inhibitor: -33*

Results for Cc1ccc(C(=O)N2CCCN(S(=O)(=O)c3ccccc3)CCC(=O)NCC2)cn1 ?
FLuc inh: 5%; HEK293 viab: 1%; NIH3T3 tox: -11%; GPT2 inhibitor: inactive; HEK cytotox: -4%; SNCA expr inh: -19%; IP6K1 inhibitor: 0

Results for COCCNC(=O)c1cc(-c2cccnc2)nc2c1cnn2C ?
HEK293 viab: 5%[87.6 µM]; NIH3T3 tox: inconclusive; GPT2 inhibitor: 0%[88.5 µM]; HEK cytotox: -33%[172 µM]; SNCA expr inh: -4%[87.6 µM]; IP6K1 inhibitor: 6

Results for Cc1ccccc1C(=O)Nc1nc2nc(C)c(C)c(=O)n2[nH]1 ?
HEK293 viab: 2%; SNCA expr inh: 28%; IP6K1 inhibitor: -21

What do the screens show for `COc1ccc(C(=O)N2CC3CC(C2)[C@H]2CCCC(=O)N2C3)cc1F` (stereo partly drawn)?
FLuc inh: -5%; HEK293 viab: 3%; NIH3T3 tox: inactive; GPT2 inhibitor: 5%; HEK cytotox: 0%; SNCA expr inh: inconclusive; IP6K1 inhibitor: 11

Results for CCN(Cc1ccccc1)C(=O)C1CCCCC(=O)N1Cc1ccccc1 (stereo not drawn) ?
HEK293 viab: -21%; NIH3T3 tox: -10%; GPT2 inhibitor: 1%; HEK cytotox: -11%; SNCA expr inh: -19%; IP6K1 inhibitor: -7

What do the screens show for `O=C(c1nccc2ccccc12)N1CCc2c(nc(-c3ccc(F)cc3)[nH]c2=O)C1`?
FLuc inh: -21%; HEK293 viab: -10%; NIH3T3 tox: 14µM*; GPT2 inhibitor: inactive; HEK cytotox: inconclusive; SNCA expr inh: -11%; IP6K1 inhibitor: 18

How did CC(=O)c1ccc(NC(=O)CCc2c(C)nc3c(c(C)nn3-c3ccc(C)cc3)c2C)cc1 do in these assays?
HEK293 viab: -2%; SNCA expr inh: 158%[activator]; IP6K1 inhibitor: 2

How did COc1ccc(-n2nc3c(N4CCCC(C(=O)NCc5cccc(F)c5)C4)nnc(C)c3c2C)cc1 (stereo not drawn) do in these assays?
HEK293 viab: inconclusive; SNCA expr inh: inconclusive; IP6K1 inhibitor: 4

What do the screens show for `COCCCNC(=O)CCn1c(=O)c2ccccc2n(CC(=O)Nc2cc(Cl)ccc2OC)c1=O`?
HEK293 viab: 6%; SNCA expr inh: -17%; IP6K1 inhibitor: 10

Results for O=C(CCC1CCN(Cc2ccc(Cl)s2)CC1)N1CCN(c2ccccc2)CC1 ?
FLuc inh: 10%; HEK293 viab: 4%; NIH3T3 tox: -20%; GPT2 inhibitor: inconclusive; HEK cytotox: inconclusive; SNCA expr inh: -9%; IP6K1 inhibitor: -6

What do the screens show for `O=C1c2c(nc(COc3ccc4c(c3)OCO4)n2Cc2ccccc2)NCCN1CC1CCOCC1`?
FLuc inh: -4%; HEK293 viab: -1%; NIH3T3 tox: -27%; GPT2 inhibitor: inactive; HEK cytotox: inconclusive; SNCA expr inh: -13%; IP6K1 inhibitor: -8

How did CSc1ccc(CNC(=O)C2(c3ccc(NS(C)(=O)=O)cc3)CCCCC2)cc1 do in these assays?
FLuc inh: -7%; HEK293 viab: -8%; NIH3T3 tox: inconclusive; GPT2 inhibitor: -9%; HEK cytotox: inconclusive; SNCA expr inh: 3%; IP6K1 inhibitor: 4

How did O=C1NC(=NC2CCCC2)C2(CCN(CC3CCCCC3)C2)N1c1cc(F)cc(F)c1 (stereo not drawn) do in these assays?
HEK293 viab: inconclusive; NIH3T3 tox: inconclusive; GPT2 inhibitor: inactive; HEK cytotox: 35µM*; SNCA expr inh: inconclusive; IP6K1 inhibitor: 7

How did Cc1cc(C)cc(NC(=O)NCC2CCOCC2)c1 do in these assays?
FLuc inh: -30%; HEK293 viab: -1%; NIH3T3 tox: -17%; GPT2 inhibitor: inactive; HEK cytotox: 2%; SNCA expr inh: 8%; IP6K1 inhibitor: 25

What do the screens show for `CCc1cccc2c(C(CC(=O)NCCc3ccccc3)c3cccc4c3OCO4)c[nH]c12` (stereo not drawn)?
FLuc inh: inconclusive; HEK293 viab: inconclusive; NIH3T3 tox: 18µM*; GPT2 inhibitor: -20%; HEK cytotox: 18µM*; SNCA expr inh: -26%; IP6K1 inhibitor: 2

How did Cc1cc(C)c(NC(=O)C2CCN(C(=O)N3CC(C)Oc4ccc(Cl)cc43)CC2)c(C)c1 (stereo not drawn) do in these assays?
HEK293 viab: -19%; SNCA expr inh: -23%; IP6K1 inhibitor: -1

How did CS(=O)(=O)N1CCc2cc(C(=O)N3CCN(c4cccc(Cl)c4)CC3)ccc21 do in these assays?
HEK293 viab: 0%; SNCA expr inh: 3%; IP6K1 inhibitor: 5

How did CCc1nc(-c2c3n(c(=O)n(CC(=O)Nc4cccc(F)c4)c2=O)CCCCC3)no1 do in these assays?
FLuc inh: -11%; HEK293 viab: -3%; NIH3T3 tox: -23%; GPT2 inhibitor: inconclusive; HEK cytotox: -5%; SNCA expr inh: 3%; IP6K1 inhibitor: 11

What do the screens show for `O=C1CCC=CC1(O)C(=O)OCc1ccccc1O[C@@H]1O[C@H](CO)[C@@H](O)[C@H](O)[C@H]1O` (stereo partly drawn)?
HEK293 viab: -18%[23.9 µM]; GPT2 inhibitor: inactive; IP6K1 inhibitor: 10

How did O=C(N[C@@H](Cn1cc(Cl)c(=O)[nH]c1=O)C(=O)O)C1CCCCC1 do in these assays?
FLuc inh: 1%[172 µM]; HEK293 viab: 0%[87.6 µM]; NIH3T3 tox: inactive; GPT2 inhibitor: -7%[88.5 µM]; HEK cytotox: -3%[172 µM]; SNCA expr inh: 6%[87.6 µM]; IP6K1 inhibitor: 14

What do the screens show for `CNC(=O)c1cn2c(n1)CN(C(C)=O)CC2`?
HEK293 viab: 2%[87.6 µM]; NIH3T3 tox: inactive; GPT2 inhibitor: inactive; HEK cytotox: inactive; SNCA expr inh: inconclusive; IP6K1 inhibitor: -9

Results for CCc1cccc(NC(=O)C2CCN(C(=O)c3nnn4c3COC(c3ccc(C)cc3)C4)CC2)c1 (stereo not drawn) ?
FLuc inh: 35µM*; HEK293 viab: 0%; NIH3T3 tox: 22µM*; GPT2 inhibitor: inactive; HEK cytotox: 10µM*; SNCA expr inh: 126%[activator]; IP6K1 inhibitor: -10

How did COc1ccccc1CNC(=O)CSC1=Nc2ccccc2N=C(c2ccc(F)cc2)C1 do in these assays?
HEK293 viab: -1%; SNCA expr inh: -4%; IP6K1 inhibitor: 26

Results for Cc1cc(C[C@@H]2COC[C@@H]2NC(=O)c2ccccc2-c2ccc(F)cc2)on1 ?
FLuc inh: 1%; HEK293 viab: -4%; NIH3T3 tox: -5%; GPT2 inhibitor: -7%[11.5 µM]; HEK cytotox: -2%; SNCA expr inh: 6%; IP6K1 inhibitor: -15

Results for COc1ccc(-c2nc3ccc(NS(=O)(=O)c4ccc(C)cc4)cc3o2)cc1 ?
HEK293 viab: -24%; SNCA expr inh: -5%; IP6K1 inhibitor: 35

Results for O=C(Nc1ccc(-c2nc3ccccc3o2)c(O)c1)c1ccccc1 ?
HEK293 viab: 6%; SNCA expr inh: 50%[activator]; IP6K1 inhibitor: 5

Grouped by structure, the entries above with a CF3 group
What do the screens show for `O=C1Nc2ccc(-c3cccc(C(F)(F)F)c3)cc2C(=O)N2CCN(C(=O)NC3CCCCC3)C[C@H]12`?
FLuc inh: -1%; HEK293 viab: -28%; NIH3T3 tox: inconclusive; GPT2 inhibitor: 1%; HEK cytotox: 35µM*; SNCA expr inh: inconclusive; IP6K1 inhibitor: -17

What do the screens show for `COc1ccc(CN2CCCC3(CC(c4cccc(C(F)(F)F)c4)=NO3)C2)cc1` (stereo not drawn)?
HEK293 viab: 13%; NIH3T3 tox: inconclusive; GPT2 inhibitor: -3%; HEK cytotox: inconclusive; SNCA expr inh: 12%; IP6K1 inhibitor: 18

The list is partial; count on the stated rates, not on these rows.
